FadD28 FP inh: blocks FadD28 binding to the bisubstrate probe; inhibition, % at 12.5 µM; 360,000 tested, 0.22% active; fluorescence polarization; in the data active = inhibition above about 8.5%, passing the limit was not always enough; inconclusive = no clear call, values can overlap the other calls
BoNT F protease: BoNT F light chain protease inhibition; Multiplex microsphere protease cleavage assay, flow cytometry; inhibition, % at 10 µM; AID 588497; 360,000 tested, 0.22% active; in the data active = inhibition above about 35%, passing the limit was not always enough; inconclusive = no clear call, values can overlap the other calls; note: plate controls were buffer without enzyme for full effect and enzyme alone for no effect
Yp Topo-I inh: blocks Yersinia pestis topoisomerase I activity; Y. pestis Topo-I cleavage product accumulation, plate reader; activity, % at 10 µM; 360,000 tested, 0.064% active; in the data active = activity above about 50%, passing the limit was not always enough; inconclusive = no clear call, values can overlap the other calls; note: inactives centre near 2
Anthrax LF prot: inhibitors of Bacillus anthracis lethal factor protease; 360,000 tested, 0.12% active; multiplex microsphere protease cleavage assay, LF; inhibition, % at 10 µM; AID 588501; note: plate controls were buffer without enzyme for full effect and enzyme alone for no effect
Target sequence (P15917 whole entry, looked up): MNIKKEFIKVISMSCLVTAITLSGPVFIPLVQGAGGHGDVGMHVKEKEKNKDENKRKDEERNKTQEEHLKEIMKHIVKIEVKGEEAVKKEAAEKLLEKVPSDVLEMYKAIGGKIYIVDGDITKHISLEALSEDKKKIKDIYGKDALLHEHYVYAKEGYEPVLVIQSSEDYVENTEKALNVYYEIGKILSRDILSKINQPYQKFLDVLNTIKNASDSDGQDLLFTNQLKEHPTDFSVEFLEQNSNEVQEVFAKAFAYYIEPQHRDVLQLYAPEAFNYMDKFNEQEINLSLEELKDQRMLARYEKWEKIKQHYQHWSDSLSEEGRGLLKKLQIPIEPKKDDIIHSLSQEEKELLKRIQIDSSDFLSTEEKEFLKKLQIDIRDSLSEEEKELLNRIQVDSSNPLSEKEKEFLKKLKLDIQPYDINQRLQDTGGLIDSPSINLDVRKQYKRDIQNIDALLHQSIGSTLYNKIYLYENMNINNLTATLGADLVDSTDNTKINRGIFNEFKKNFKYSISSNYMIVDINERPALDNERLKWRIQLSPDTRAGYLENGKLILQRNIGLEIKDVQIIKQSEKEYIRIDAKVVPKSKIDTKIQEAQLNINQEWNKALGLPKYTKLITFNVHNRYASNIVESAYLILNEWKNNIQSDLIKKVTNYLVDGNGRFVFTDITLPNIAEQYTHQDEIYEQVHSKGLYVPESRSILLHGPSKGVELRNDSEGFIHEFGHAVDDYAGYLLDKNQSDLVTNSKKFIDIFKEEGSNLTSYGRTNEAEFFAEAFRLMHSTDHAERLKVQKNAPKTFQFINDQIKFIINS
PfHsp40 rescue: restores yeast growth despite PfHsp40 toxicity. S. cerevisiae expressing PfHsp40, growth rescue, ATP luminescence. growth rescue, % at 12.5 µM. 340,000 tested, 0.68% active; in the data active = growth rescue above about 28%, passing the limit was not always enough; inconclusive = no clear call, values can overlap the other calls;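 note: yeast W303a lacking pdr1 and pdr3 grown in galactose medium; growth measured after three days at 30 °C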
TcdB GH inh: TcdB glycohydrolase inhibition; P18177; TcdB glycohydrolase enzymatic assay, plate reader; inhibition, % at 9.99 µM; 350,000 tested, 0.24% active; in the data active = inhibition above about 10%
PrPC TRFRET: reduces human prion protein on the cell surface; P04156; cell surface PrPC, TR-FRET read-out; inhibition, % at 13.8 µM; 370,000 tested, 0.43% active; AID 720596; in the data active = inhibition above about 24%; note: 0% = median of the test wells and 100% = reference compound wells
CCHF vOTU inh: CCHFV vOTU protease inhibition. 370,000 tested, 0.55% active. inhibition, % at 11.5 µM. Pep-AMC fluorescence. AID 651958; in the data active = inhibition above about 30%; note: 0% = vehicle wells with enzyme and 100% = no enzyme wells
BoNT-A LC inh2: BoNT A light chain protease inhibition; AID 588499; multiplex microsphere protease substrate cleavage, flow cytometry; 360,000 tested, 0.17% active; inhibition, % at 10 µM; note: plate controls were buffer without enzyme for full effect and enzyme alone for no effect
Starred values were filed as active, the others as inactive; ? = inconclusive; / = not tested or not shown; & = joins results of further samples. Cut-off read from the data, not from the text of the source, unless noted: active = inhibition above about 30%; inconclusive = no clear call, values can overlap the other calls; inactive = below that.

SMILES	FadD28 FP inh	BoNT F protease	Yp Topo-I inh	Anthrax LF prot	PfHsp40 rescue	TcdB GH inh	PrPC TRFRET	CCHF vOTU inh	BoNT-A LC inh2
CN1CCc2c(sc3c2c(=O)n(-c2ccccc2)c2nnc(SCc4ccc(Cl)cc4)n32)C1	-7.3	5.5	-2.5	14.0	0.7	/	-14.8	-5.1	7.0
O=c1c(-c2c(O)cc(O)c3c2O[C@H](c2ccc(O)cc2)CC3)c(-c2ccc(O)cc2)oc2cc(O)cc(O)c12	-28.9	-4.7	-12.1	-3.4	8.7	/	/	/	-0.1
Cc1c(S(=O)(=O)N2CCCCC2)c(=O)n(C)c(=O)n1C	-2.3	10.7	-9.0	-2.7	-0.5	-0.3	-4.5	-3.5	4.9
COc1ccc(OCC(=O)NNc2c3ccccc3nc3ccccc23)cc1	-0.2	-1.7	4.2	-5.8	0.3	/	-6.6	-8.1	-0.2
CCCOc1ccc(N2C(=O)CC(N(CCc3ccc(S(N)(=O)=O)cc3)C(C)=O)C2=O)cc1 (stereo not drawn)	-6.4	8.1	2.6	4.7	0.5	/	4.8	13.4	-0.2
Cc1ccsc1C(=O)OCC(=O)N1CC(=O)Nc2ccccc21	-1.2	5.6	-1.6	-1.0	?	/	-3.4	7.1	0.4
CCOC=C1SC(=S)N(c2ccccc2OC)C1=O	1.7	0.4	-2.3	-2.0	/	-0.9	6.4	7.0	0.8
O=C(c1ccccc1)C(O)C(c1ccccc1)N1CCOCC1 (stereo not drawn)	-0.8	14.6	-1.5	-2.5	-1.1	-0.3	8.1	-1.6	-1.8
CC(Sc1nnc(C2CC2)n1Cc1ccccc1)C(=O)N1CCNC1=O (stereo not drawn)	/	-0.8	8.1	-6.0	2.9	-1.7	0.0	-1.0	-2.6
COc1ccc(CN(C)S(=O)(=O)c2nnc(NC(=O)c3cccc(C)c3)s2)cc1OC	-2.6	-0.2	-4.2	1.7	0.9	-0.2	6.2	15.2	-1.3
CCn1c(C)[n+](CC(O)COCC2CC=CCC2)c2ccccc21 (stereo not drawn)	0.4	-4.2	-1.7	0.9	-0.1	/	-0.8	-15.2	-0.1
COc1cc(/C=C2/C(=O)c3cccc([N+](=O)[O-])c3C2=O)c(Br)cc1O	10.1*	-6.0	-30.9	-5.4	0.7	/	-19.5	19.0	-0.1
COc1ccccc1NC(=S)NCc1ccc2c(c1)cc(C)n2C	-1.7	-119.8	-15.0	-75.2	1.2	2.5	50.4*	9.4	33.4*
CC(CC(=O)Nc1ccc(F)c([N+](=O)[O-])c1)c1ccccc1 (stereo not drawn)	-1.0	-17.0	-5.2	-0.9	10.6	1.5	-34.3	-0.1	-3.9
CCc1ccc2nc(N(CCCN(C)C)C(=O)c3ccc(S(=O)(=O)N4CCCC4)cc3)sc2c1	-3.2	-0.2	-2.1	-5.7	0.4	1.3	-11.4	21.9	0.5
O=C(Oc1cccc(Cl)c1)N1CCOCC1	-0.2	-2.3	-2.8	-11.7	-0.7	0.2	0.6	11.5	-1.5
COc1ccc(S(=O)(=O)Cc2ccc(C(=O)N3CC(C)CC(C)C3)o2)cc1 (stereo not drawn)	0.5	1.6	-8.6	-1.0	0.2	0.4	1.7	4.5	-0.4
Cc1cccc(C(=O)NCCCNC(=O)c2ccc(C)nc2)c1	-0.7	-1.5	-5.7	-0.1	-1.2	0.2	9.5	7.6	-0.4
O=C(c1cccs1)N1CCN(Cc2nc(-c3ccccc3)no2)CC1	-2.0	-6.5	3.0	2.3	/	1.1	1.6	0.7	-0.3
Cc1cc(C)c(S(=O)(=O)c2cccc(Cl)c2)c(Cl)n1	-3.7	12.2	-0.9	-0.9	-1.3	-6.8	7.5	21.0	1.5
CCOC(=O)C(C(=O)NCCCN1CCOCC1)C1CCCCC1 (stereo not drawn)	-1.9	-23.8	3.8	0.9	-0.6	/	-1.9	-0.6	0.2
CCOC(=O)c1c(NC2=NS(=O)(=O)c3ccccc32)sc2c1CCC(C)C2 (stereo not drawn)	-0.5	-2.2	1.2	0.6	-1.5	/	5.0	12.5	-0.2
COc1ccc(NC(=O)c2ccc(NC(=O)CN3CCN(c4ccccc4)CC3)cc2)cc1	0.1	0.3	-5.9	0.7	-2.7	1.5	7.0	-0.4	-0.4
O=C1C2C3CCC(O3)C2C(=O)N1c1cccc(F)c1 (stereo not drawn)	-0.4	1.8	11.8	4.9	/	1.8	-1.5	-13.4	0.2
CCNC(=S)N/N=C/c1ccc(OCCOc2ccccc2C)cc1	0.8	-1.4	23.4	4.0	1.2	/	2.2	-11.3	1.3
CC(=O)c1cccc(NC2c3ncccc3C(=O)N2Cc2ccco2)c1 (stereo not drawn)	-0.8	1.9	6.9	0.3	-0.7	1.5	-5.8	-11.7	1.2
Cc1ccc2cccc(Oc3ccc([N+](=O)[O-])cc3[N+](=O)[O-])c2n1	-2.9	-10.4	-0.3	-0.5	-1.1	/	-4.0	3.9	-0.3
O=C(CSc1nc2ccccc2n1-c1ccccc1)Nc1ncc(Cl)cc1Cl	-4.6	-16.4	34.2	-5.1	1.6	0.3	6.2	-16.1	-2.1
CCCS(=O)(=O)NCCc1cc2c(OC)ccc(OC)c2[nH]c1=O	-1.8	1.2	0.3	-2.0	-0.7	/	-2.8	10.0	-0.7
CCOC(=O)C(CC)Sc1nc2c(c(=O)[nH]c(=O)n2C)n1CCc1ccccc1 (stereo not drawn)	1.3	-1.9	39.6	-1.4	-0.7	/	-2.6	2.8	-0.2
O=C1[C@H]2[C@@H](c3ccccc3)N[C@]3(CCCN(Cc4ccco4)C3=O)[C@H]2C(=O)N1Cc1ccccc1	-1.3	-12.3	4.7	-11.1	/	-3.7	4.1	1.9	-0.4
Nn1c(Cc2cccc3ccccc23)nnc1SCc1ccccc1	-8.1	10.2	15.1	2.0	-1.4	2.0	9.8	11.7	2.0
Cc1ccc(C2=N/C(=C/c3cccs3)C(=O)N2Nc2ccccc2)cc1	-1.0	42.9*	4.4	58.4*	8.7	0.0	-1.7	-0.1	80.1*
O=C(NCC(c1cccnc1)N1CCN(c2ccccc2F)CC1)c1cccc(Cl)c1 (stereo not drawn)	-3.8	0.2	21.5	-1.9	0.8	/	-0.1	3.6	-0.9
Cc1ccc(S(=O)(=O)Nc2c(C)cc([N+](=O)[O-])cc2C)cc1	0.3	1.9	3.7	-8.9	3.9	1.6	-7.7	12.6	0.5
COc1ccc(/C=C(/C(=O)NCc2ccccc2)c2ccccc2)cc1	0.5	-5.2	45.7	0.7	-1.5	-0.2	4.3	-4.3	0.2
O=C(OC1CC2CC1[C@H]1CCCCN1C2=O)N1CCCCC1 (stereo partly drawn)	/	0.1	/	-6.4	/	1.2	-2.8	4.4	-0.3
C[C@H](CO)N1C[C@H](C)[C@@H](CN(C)Cc2ccccc2)Oc2c(NC(=O)C3CC3)cccc2C1=O	-0.2	-1.7	4.5	-4.4	-0.5	-0.4&2.1	10.4	5.4	0.7
Cc1cccc(/N=C/C2=C(O)CC(C)(C)CC2=O)n1	-1.5	?	-0.4	5.2	-0.4	-1.0	7.0	-11.1	-1.3
CSc1ncc(Cl)c(C(=O)Nc2cccc(C)c2)n1	-0.4	-3.2	6.3	0.9	0.3	/	11.1	7.6	0.1
Cc1ccccc1CC1(CO)CCCN(Cc2ccn[nH]2)C1 (stereo not drawn)	-1.7	-1.3	-0.4	1.1	-0.8	-2.2	6.8	22.3	-1.1
NC(=O)c1ccsc1NC(=O)C1CCCN1S(=O)(=O)c1ccc(Cl)cc1 (stereo not drawn)	-5.9	-0.5	11.7	-0.9	0.6	/	-5.5	-4.4	-0.2
CCOC(=O)c1ccccc1NC(=O)C1CC(=O)N(C2CCCCC2)C1 (stereo not drawn)	-0.7	-2.5	12.0	-1.4	-1.2	1.6	6.8	-8.6	0.3
Cc1ccc2c(c1)C1CN(C)CCC1N2C(=S)NC(=O)c1ccc(Br)cc1 (stereo not drawn)	-5.0	1.1	-24.1	7.5	-1.1	1.6	1.4	0.7	-0.1
Cc1ccc(NC(=O)COC(=O)c2cccnc2Cl)cc1S(=O)(=O)N1CCOCC1	-0.1	10.0	4.0	2.8	-0.4	1.2	-2.5	10.7	2.3

Results in Yp Topo-I inh, for 5 of the compounds above:
smiles	Yp Topo-I inh
Cc1cccc(/N=C/C2=C(O)CC(C)(C)CC2=O)n1	-0.4
C[C@H](CO)N1C[C@H](C)[C@@H](CN(C)Cc2ccccc2)Oc2c(NC(=O)C3CC3)cccc2C1=O	4.5
Cc1ccc(S(=O)(=O)Nc2c(C)cc([N+](=O)[O-])cc2C)cc1	3.7
COc1ccc(/C=C(/C(=O)NCc2ccccc2)c2ccccc2)cc1	45.7
Cc1ccc2c(c1)C1CN(C)CCC1N2C(=S)NC(=O)c1ccc(Br)cc1 (stereo not drawn)	-24.1

The listing picks up; the two compounds before the break are reprinted first.
SMILES	FadD28 FP inh	BoNT F protease	Yp Topo-I inh	Anthrax LF prot	PfHsp40 rescue	TcdB GH inh	PrPC TRFRET	CCHF vOTU inh	BoNT-A LC inh2
Cc1ccc2c(c1)C1CN(C)CCC1N2C(=S)NC(=O)c1ccc(Br)cc1 (stereo not drawn)	-5.0	1.1	-24.1	7.5	-1.1	1.6	1.4	0.7	-0.1
Cc1ccc(NC(=O)COC(=O)c2cccnc2Cl)cc1S(=O)(=O)N1CCOCC1	-0.1	10.0	4.0	2.8	-0.4	1.2	-2.5	10.7	2.3
Cc1cc([N+](=O)[O-])ccc1NC(=O)C[n+]1ccc(N(C)C)cc1	-1.9	1.9	-1.0	-7.3	0.2	1.4	-15.2	-5.5	-0.1
COc1ccccc1NC(=O)c1nn(-c2ccccc2)ccc1=O	-1.6	-6.3	-6.9	3.7	-0.6	/	-3.2	9.6	0.7
CN(C)S(=O)(=O)c1ccc(Cl)c(C(=O)NC2CCCCCCC2)c1	-0.8	4.0	-2.5	-2.8	-0.8	1.1	-5.3	11.4	0.4
CCCS(=O)(=O)N1CCN(C(=O)c2ccc(-c3ccccc3)cc2)CC1	-4.4	7.4	18.3	0.5	-0.6	/	-1.9	-17.1	0.7
C[C@@H]1NC(=O)/C(=C\c2ccccc2Cl)NC1=O	0.2	7.0	6.5	-1.4	/	0.5	-3.5	-5.8	0.2
COc1ccccc1/C=C/C=N/n1c(C2CCCCC2)n[nH]c1=S	-3.3	-2.5	-3.9	-2.5	1.6	-1.0	5.1	0.6	-0.2
CCCc1ccc(OCC(O)CN2CCc3ccccc3C2)cc1 (stereo not drawn)	-3.1	?	25.9	1.5	0.5	1.2	0.5	15.4	3.4
CN(C)Cc1ccc(F)cc1Sc1cc(Cl)ccc1Cl	-0.8	-3.0	24.1	-0.5	-1.1	/	-3.9	3.7	-1.5
COc1ccc(OC)c(CN2CCN(S(=O)(=O)c3ccccc3)CC2)c1	-0.3	?	14.0	-13.2	0.0	-0.1	-3.2	-10.5	-4.7
COc1cc(Cl)c(C)cc1NC(=O)CC1CCCC1	0.3	-10.0	11.5	-6.0	-0.1	0.3	4.7	6.6	-1.5
Cc1cccc(N2CCN(C(=S)NC3CCCCC3)CC2)c1C	-1.1	-2.8	-4.8	0.9	0.4	1.8	8.0	10.1	0.2
O=C(CP(=O)(c1ccccc1)c1ccccc1)Nn1cnnc1	-1.8	-19.5	-6.7	-2.8	-1.0	/	2.8	5.2	-0.6
Cc1[nH]c(=O)c(C#N)c2c1COC(C)(C)C2	-3.2	-10.7	1.7	-6.3	0.2	/	/	/	0.0
O=C(CN1C(=O)C2CC=C(Cl)CC2C1=O)NCc1ccccc1 (stereo not drawn)	-1.2	-15.6	-4.3	-0.9	0.3	/	5.3	2.0	-0.6
Clc1ccc(OCCN2CCCCC2)c(Cl)c1	0.1	3.3	1.0	-1.6	0.3	/	-0.1	-15.4	-0.3
COc1ccc(C(=O)Nc2ccccc2C(=O)NC(Cc2ccc(O)cc2)C(=O)NNC(=O)c2ccc(C)cc2)cc1 (stereo not drawn)	-4.9	-5.2	-10.0	-0.8	-0.2	-9.6	82.9*	-3.0	-1.1
